TROY NFkB inh: blocks TROY-dependent signaling in reporter cells; AID 1347056; Q293 LMP1-TROYcd NF-kB luciferase reporter, 4 h; hit rate 0.98% among 360,000; inhibition, % at 10 µM;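 active means compounds whose plate-normalised and pattern-corrected inhibition of the luciferase reporter signal at the single screening dose is 50% or more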
TWEAK Fn14 block: inhibitors of TWEAK-Fn14 interaction signaling; inhibition, % at 10 µM; hit rate 2% among 360,000; AID 1159606; TWEAK-stimulated Fn14 reporter cells, luciferase luminescence, 8 h; in the data active means inhibition above about 50%
Shn3 3UTR inh: reduces Shn3 3'UTR luciferase signal in osteoblasts | hit rate 0.52% among 360,000 | Clone20 osteoblast Shn3 3'UTR firefly luciferase, 24 h | AID 588674 | inhibition, % at 12.5 µM;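 active means mean inhibition of at least 75% with every replicate also reaching 75%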;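 further: 0% = median of neutral control wells and 100% = pilot-screen positive control compound; some compounds past the cut are filed as inactive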
NR2E3 ag-1: activates human NR2E3 receptor | Q9Y5X4 | CHO-S Gal4-NCOR/VP16-NR2E3 two-hybrid, luciferase | inhibition of corepressor binding, % at 3.98 µM | hit rate 0.35% among 360,000 | AID 602229;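 active means inhibition above the mean of all tested compounds plus 3 SD, cut at about 70% in these data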;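 further: 0% = DMSO with NR2E3 transfected cells and 100% = cells lacking NR2E3 construct; higher means lower luciferase signal from less NR2E3 corepressor binding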
Target sequence (Q9Y5X4 whole entry, looked up, the tested form may be a part): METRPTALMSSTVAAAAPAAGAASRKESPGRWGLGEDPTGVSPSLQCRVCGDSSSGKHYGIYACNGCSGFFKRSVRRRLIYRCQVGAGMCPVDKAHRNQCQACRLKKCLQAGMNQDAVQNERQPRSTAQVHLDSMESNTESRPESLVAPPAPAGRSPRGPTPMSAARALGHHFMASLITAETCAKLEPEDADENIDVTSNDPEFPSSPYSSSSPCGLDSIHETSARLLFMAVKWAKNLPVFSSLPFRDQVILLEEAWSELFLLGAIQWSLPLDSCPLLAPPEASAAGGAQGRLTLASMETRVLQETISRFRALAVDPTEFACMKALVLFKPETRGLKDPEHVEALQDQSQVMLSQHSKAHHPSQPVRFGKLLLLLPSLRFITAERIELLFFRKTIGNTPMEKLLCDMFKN
TRAIL sens C8: caspase-8 TRAIL sensitization | NB7+C8 cells + TRAIL, ATPlite viability luminescence | inhibition (viability loss, TRAIL sensitization), % at 10 µM | hit rate 1% among 360,000;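 active means compounds causing at least 50% loss of cell viability in the single-dose screen, relative to plate controls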
KKLEB tox: CF airway cell cytotoxicity counter-screen; KKLEB CF airway cells viability, ATPlite luminescence, overnight; stronger effect = lower value; cells stimulated with P. aeruginosa culture filtrate; activity change (cytotoxicity), % at 5 µM; hit rate 0.36% among 360,000;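 active means corrected activity change at or below -50% at 5 µM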
NR2E3 ag-2: agonists of human nuclear receptor NR2E3; inhibition of corepressor binding, % at 4.78 µM; GST-NR2E3/biotin-RetCOR TR-FRET, 1536-well; hit rate 0.12% among 320,000; Q9Y5X4; AID 2300;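 active means percent inhibition above the cutoff of mean plus 3 SD of all tested compounds, set per screening campaign, cut at about 20% in these data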;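 further: 0% = DMSO wells and 100% = biotin wells as full block of FRET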
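System: GST-tagged NR2E3 plus biotinylated RetCOR corepressor; Amount: 1.35 nM GST-tagged NR2E3 final; Dosing: single nominal compound dose of 4.8 µM; Schedule: 5 h incubation at 4 °C; Technique: TR-FRET with europium anti-GST and streptavidin-D2, 340 nm excitation; Controls: biotin wells as high control, 0.6% DMSO wells as low control.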
Peg3 promoter: inhibitors of Peg3 promoter; HeLa PEG-Prom luciferase reporter, luminescence, overnight; inhibition, % at 20 µM; hit rate 1.7% among 360,000;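 active means inhibition of at least 50% at 20 µM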
CF NFkB inh: inhibitors of cystic fibrosis induced NF-kB. KKLEB NF-kB-GFP reporter, PAF-induced, GFP fluorescence overnight. inhibition, % at 5 µM. hit rate 0.86% among 360,000. AID 588850;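 active means at least 50% inhibition at 5 µM, scaled per plate between neutral and stimulator controls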;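 further: PAF is a Pseudomonas aeruginosa culture filtrate used as stimulus; plate controls were PAF-stimulated DMSO wells for no effect and unstimulated DMSO wells for full effect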
HIF-2a inh: inhibitors of HIF-2a; 786-0 RCC cells HIF-2a reporter, luciferase luminescence, overnight; inhibition, % at 18.8 µM; hit rate 0.72% among 360,000; AID 624352;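 active means inhibition of the luminescence signal of 40% or more relative to plate controls, in a single-dose primary screen at 18.75 µM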
MITF TRPM1 inh: MITF TRPM1 promoter inhibition in SK-MEL-5 cells. inhibition, % at 12.5 µM. hit rate 0.83% among 330,000. SK-MEL-5 TRPM1 promoter luciferase, 24 h. AID 488899;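 active means mean inhibition across replicates of 60% or more, whatever share of single replicates reaches that level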; further: values of inactives mirror those of a sister screen read the other way
* marks the source's active call; other numbers are inactive results; x = not tested or not shown.

The first 4 records, to show the layout:
SMILES	TROY NFkB inh	TWEAK Fn14 block	Shn3 3UTR inh	NR2E3 ag-1	TRAIL sens C8	KKLEB tox	NR2E3 ag-2	Peg3 promoter	CF NFkB inh	HIF-2a inh	MITF TRPM1 inh
O=C(c1ccc(F)cc1)C1CCN(Cc2ccccc2)CC1	-8	7	6	-12	10	-1	x	-4	-5	9	-1
COC(=O)c1cccc2c1-c1ccccc1/C2=N/O	56*	83*	12	-38	1	-15	2	12	72*	32	-9
CC1=C(C(=O)N(C(C)C)C(C)C)CC(CC(=O)NC2CCCC2)C(=O)N1CCC1=CCCCC1 (stereo not drawn)	1	1	18	-10	-5	-8	x	0	-4	3	x
CCN(CCNC(=O)C1CCN(S(=O)(=O)c2cccc3cccnc23)CC1)c1ccccc1	6	2	-3	-16	-9	-5	2	5	5	5	2

The listing, repeating the preview:
SMILES	TROY NFkB inh	TWEAK Fn14 block	Shn3 3UTR inh	NR2E3 ag-1	TRAIL sens C8	KKLEB tox	NR2E3 ag-2	Peg3 promoter	CF NFkB inh	HIF-2a inh	MITF TRPM1 inh
O=C(c1ccc(F)cc1)C1CCN(Cc2ccccc2)CC1	-8	7	6	-12	10	-1	x	-4	-5	9	-1
COC(=O)c1cccc2c1-c1ccccc1/C2=N/O	56*	83*	12	-38	1	-15	2	12	72*	32	-9
CC1=C(C(=O)N(C(C)C)C(C)C)CC(CC(=O)NC2CCCC2)C(=O)N1CCC1=CCCCC1 (stereo not drawn)	1	1	18	-10	-5	-8	x	0	-4	3	x
CCN(CCNC(=O)C1CCN(S(=O)(=O)c2cccc3cccnc23)CC1)c1ccccc1	6	2	-3	-16	-9	-5	2	5	5	5	2
COc1cc(NC(=O)COC(=O)Cc2ccsc2)cc(OC)c1	4	5	-3	6	-6	9	2	8	-2	9	-5
COc1ccc(-c2cc(C(=O)N3CCCCCC3)c3ccccc3n2)cc1	-34	-11	-19	-41	11	-13	x	-42	41	-88	-32
N#CCN1C(=S)N=C(Nc2cccc(Cl)c2)C12CCCCC2	-11	-4	4	1	36	-16	3	6	19	15	-3
O=C(NCc1ccccc1)N1CCN(c2ccccc2F)CC1	-1	2	11	1	-4	-8	-1	10	6	-2	0
COC(=O)c1ccc(NC(=O)CN2C(=O)NC3(CCC(C)CC3)C2=O)cc1 (stereo not drawn)	-8	-6	-2	-9	-18	-37	x	-15	-27	5	-2
O=C(Cn1nc(CNc2ccc(Cl)cc2)[n+]2c1CCCCC2)c1ccccc1	1	-4	-9	-4	0	6	4	3	4	-2	16
CNc1cncc(-c2cccc(C(=O)N(C)C)c2)n1	5	1	-9	-9	-2	13	x	-10	10	5	x
O=C1CCC(C(=O)OCC(=O)Nc2ccc(Cl)cc2C(F)(F)F)=NN1	-10	-7	-6	-36	10	1	x	6	-6	16	3
COC(=O)c1sc2cc(C(F)(F)F)cnc2c1-c1ccccn1	14	-5	2	3	-5	20	3	7	-16	11	-10
CCC(=O)N1CCC(NC(=O)Nc2ccc(OC(F)(F)F)cc2)CC1	3	-6	-23	-30	-7	0	-1	3	12	8	10
CCOc1cc(/C=N/NC(=O)OC)ccc1OCCSc1ccc(Cl)cc1	15	10	-17	-6	31	10	-2	8	-3	-2	-8
CCc1ccc(S(=O)(=O)Nc2ccc(-c3ccc4nncn4n3)cc2)s1	-11	-6	-5	-16	4	-4	-3	27	30	42*	9
CC(=O)NC(C)c1ccc(Cl)c(Cl)c1 (stereo not drawn)	19	22	-12	17	-6	6	1	5	-10	0	6
COC(=O)CCC(=O)NC(=S)Nc1ccc(S(=O)(=O)Nc2cc(OC)nc(OC)n2)cc1	12	8	10	1	7	5	0	0	-4	4	6
O=C1C=C(c2cc3ccccc3s2)CCC1	-37	-19	-118	-59	-9	-9	0	-349	-5	-220	-98
Cn1nc(C2CC2)cc1NC(=O)C1(C)CCN1C(=O)CCc1ccccc1 (stereo not drawn)	11	-13	2	-3	10	-9	x	4	24	4	x
Cc1ccc(C2=N/C(=C\N3CCCCC3)C(=O)O2)cc1	-22	22	-80	-88	6	-7	1	-192	-8	-197	-84
COc1ccc(N=c2oc3cc(O)ccc3cc2C(=O)Nc2ccccn2)cc1OC	8	0	-1	-50	19	-28	-2	17	40	-51	-11
COc1ccccc1N(CC(=O)N1CCc2ccccc2C1)S(C)(=O)=O	-2	-12	-2	-16	-5	11	2	4	1	12	-18
COc1ccc(N(C(=O)COc2ccccc2)C2C=CS(=O)(=O)C2)cc1 (stereo not drawn)	2	22	2	-14	4	8	-1	16	5	6	4
O=C(Nc1ccc(F)cc1)OCCOc1ccc(Br)cc1	14	-8	-7	-18	-9	8	1	-5	-10	-5	-2
Cc1ccc(NC(=O)CSc2ccc(-c3ccc(-n4cccn4)cc3)nn2)c(C)c1	2	-23	6	-20	24	-15	0	-8	21	1	-12
O=S(=O)(Nc1nccs1)c1ccc(NS(=O)(=O)c2c(F)cc(F)c(Cl)c2F)cc1	22	0	0	-15	-21	13	x	4	15	5	-10
COc1cc(C(c2c(C)[nH][nH]c2=O)c2c(C)[nH][nH]c2=O)cc([N+](=O)[O-])c1O	-1	-14	5	-25	-10	2	2	-2	-6	9	2
COc1ccccc1Nc1nc(NCCCCO)nc(N2CCCC2)n1	-8	5	13	24	2	-5	0	25	4	16	-15
C=CCNCC(=O)Nc1ccccc1SCC(=O)Nc1ccsc1C(=O)OC	-8	-3	-5	2	-13	-3	0	1	-7	-1	-19

Single records, as listed above. Screens in order: TROY NFkB inh | TWEAK Fn14 block | Shn3 3UTR inh | NR2E3 ag-1 | TRAIL sens C8 | KKLEB tox | NR2E3 ag-2 | Peg3 promoter | CF NFkB inh | HIF-2a inh | MITF TRPM1 inh
Listed for `O=S(=O)(Nc1nccs1)c1ccc(NS(=O)(=O)c2c(F)cc(F)c(Cl)c2F)cc1` : 22 | 0 | 0 | -15 | -21 | 13 | x | 4 | 15 | 5 | -10
Listed for `COc1ccccc1N(CC(=O)N1CCc2ccccc2C1)S(C)(=O)=O` : -2 | -12 | -2 | -16 | -5 | 11 | 2 | 4 | 1 | 12 | -18
Listed for `COc1ccc(N(C(=O)COc2ccccc2)C2C=CS(=O)(=O)C2)cc1` (stereo not drawn) : 2 | 22 | 2 | -14 | 4 | 8 | -1 | 16 | 5 | 6 | 4
Listed for `Cc1ccc(C2=N/C(=C\N3CCCCC3)C(=O)O2)cc1` : -22 | 22 | -80 | -88 | 6 | -7 | 1 | -192 | -8 | -197 | -84

Carrying on:
SMILES	TROY NFkB inh	TWEAK Fn14 block	Shn3 3UTR inh	NR2E3 ag-1	TRAIL sens C8	KKLEB tox	NR2E3 ag-2	Peg3 promoter	CF NFkB inh	HIF-2a inh	MITF TRPM1 inh
COc1ccc(CNC(=O)CN(Cc2ccc(OC)cc2)C(=O)CCC(=O)Nc2ccccn2)cc1	-8	0	7	-22	-10	-2	3	14	-17	10	2
COC(=O)c1cc(Nc2cc(C)nc3ncnn23)cc(C(=O)OC)c1	-2	20	-1	-7	6	10	1	5	-24	6	-1
COc1ccc(OC)c(-n2cnc3cc(C(=O)NCCCN4CCOCC4)ccc32)c1	-3	-16	7	-13	-6	5	0	20	-1	7	2
Cc1nc2cc(-c3ccc(Br)cc3)[nH]n2c(=O)c1Cl	-4	-4	-47	-57	42	-14	x	-203	-29	-171	-9
COc1ccc(CNC(=O)C(NC(C)=O)C(=O)Nc2ccc(OC)cc2)cc1 (stereo not drawn)	0	-1	-4	8	2	16	2	2	-10	12	0
Cc1ccccc1CN(C)CC(=O)Nc1ccccc1Oc1ccccc1	-9	-7	10	8	7	-6	1	25	-19	20	2
NC(=O)CCSC(=S)N1CCOCC1	-21	-3	-25	-1	-5	-6	-4	-1	-8	11	4
COc1ccccc1NC(=O)c1cc2c(cc1Cl)N1CCCCCC1=NS2(=O)=O	-11	3	15	5	-11	-2	x	24	-15	10	1
CCOC(=O)C1CCCc2c1[nH]c1ccc(Cl)cc21 (stereo not drawn)	-65	-11	11	9	14	-6	-3	-8	-16	-74	8
COc1ccc(CNC(=O)c2cccs2)cc1	-1	-13	-15	-13	-5	3	-3	0	10	-19	-4
Cc1ccc(O)c(NC(=O)c2cc3nc4c(c(C(F)(F)F)n3n2)CCc2ccccc2-4)c1	6	-45	-17	-26	0	-25	-2	7	34	6	-13
Cc1ccc(C(=O)NC2CCS(=O)(=O)C2)cc1S(=O)(=O)N1CCCC1 (stereo not drawn)	9	6	8	-16	18	9	0	24	-19	4	-4
CC1CCCCC1NC(=O)c1cc(=O)[nH]c2ccccc12 (stereo not drawn)	1	22	6	16	32	-12	2	6	10	17	13
CC(=O)N1CCN(S(=O)(=O)c2cccc(C(=O)OCN3C(=O)c4ccccc4C3=O)c2)CC1	11	-4	-3	-10	20	-18	-3	-5	-4	8	-6
O=C1c2ccccc2C(=O)N1CCCc1c[nH]c2ccc(Cl)cc12	-8	-4	-27	-16	3	12	-6	-7	-14	-59	-11
O=C(CCN1CCc2ccccc21)c1ccc2c(c1)OCCO2	39	6	40	-64	12	-4	0	-255	9	-204	-30
COCCNC(=O)C1(C)CCCN(C(=O)c2cccc(Cl)c2)C1 (stereo not drawn)	-10	4	-18	-32	-13	5	x	-6	1	10	x
Cc1cc(C)c(NC(=O)C2CSCCS2)c(C)c1 (stereo not drawn)	-36	-19	-47	-30	7	-2	-3	-58	0	-59	-3
CC1(C)CC2CC(C)(CN2C(=O)COC(=O)c2ccc(NC(=O)CC#N)cc2)C1 (stereo not drawn)	-3	-9	-9	-15	5	-5	x	4	-12	6	-3
CN(C)S(=O)(=O)c1cccc(C(=O)Nc2ccccc2)c1	-1	-7	10	-23	-2	6	1	-14	2	-42	-17

Some of the compounds tested; rates above refer to the full screens.
